High-throughput results deposited in PubChem BioAssay by several laboratories.
PP1 counter: counter-screen for PP5 inhibitors: inhibitors of human PP1-alpha; P62136; purified PP1alpha, OMFP fluorescence; hit rate 0.9% among 320,000; inhibition, % at 6.7 µM;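 active means inhibition above the mean inhibition of all tested compounds plus 3 SD, computed separately for each screening campaign, cut at about 15% in these data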
Fh CTSL1 inh: blocks F. hepatica cathepsin L1 in PFM18AAP counter-screen; hit rate 0.49% among 300,000; inhibition, % at 5.96 µM; recombinant F. hepatica cathepsin L1, Z-Leu-Arg-MCA fluorescence;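 active means inhibition above the mean of all tested compounds plus 3 SD, set per screening campaign, cut at about 17% in these data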;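 further: 0% = plate median of test compound wells and 100% = 1 µM Z-Phe-Ala-diazomethylketone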
TPT1 inh: blocks Candida albicans tRNA 2'-phosphotransferase | recombinant caTPT1, FP RNA substrate dephosphorylation | inhibition, % at 5 µM | hit rate 0.81% among 300,000 | AID 1962;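 active means inhibition above the mean of all tested compounds plus 3 SD, set per screening campaign, cut at about 24% in these data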;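 further: plate controls were DMSO alone for no effect and ferristatin control at 100 nM for full effect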
GASC-1 inh: inhibitors of human GASC-1 (JMJD2C) demethylase. GST-JMJD2C(1-420) H3K9me3 demethylation, DELFIA europium. inhibition, % at 2.35 µM. hit rate 0.069% among 330,000;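 active means more than half of a compound's replicate wells show inhibition beyond 50%, single wells judged on their own value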;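 further: signal counts dimethyl H3K9 product captured on neutravidin plate; 0% = median of DMSO wells and 100% = 0.3 times that DMSO median; strong numbers were not always called active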
Target sequence (Q9H3R0 1-420 limits assumed): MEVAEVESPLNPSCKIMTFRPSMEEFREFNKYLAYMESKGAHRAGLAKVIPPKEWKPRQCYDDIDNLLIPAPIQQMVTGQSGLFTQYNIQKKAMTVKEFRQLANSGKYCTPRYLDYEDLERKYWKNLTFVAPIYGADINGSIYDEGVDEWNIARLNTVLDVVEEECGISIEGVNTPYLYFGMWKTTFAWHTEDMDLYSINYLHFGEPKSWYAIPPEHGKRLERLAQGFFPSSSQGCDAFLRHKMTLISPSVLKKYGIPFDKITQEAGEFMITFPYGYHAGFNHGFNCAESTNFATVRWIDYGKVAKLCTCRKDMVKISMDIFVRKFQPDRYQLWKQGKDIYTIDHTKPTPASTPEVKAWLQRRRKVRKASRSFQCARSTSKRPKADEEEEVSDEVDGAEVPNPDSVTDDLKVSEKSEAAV
PP5 inh: blocks human protein phosphatase 5 activity; P53041; purified PP5c, OMFP substrate fluorescence; inhibition, % at 6.7 µM; hit rate 0.18% among 320,000; AID 1987;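 active means inhibition above the campaign's mean inhibition across all tested compounds plus 3 SD, cut at about 9.5% in these data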;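 further: 0% = DMSO only and 100% = 100 µM cantharidin control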
core dimer inh: blocks dimerization of HCV core protein; TR-FRET GST/Flag-core106 dimerization, 1536-well; inhibition, % at 5 µM; hit rate 0.33% among 300,000;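 active means inhibition above the mean of all tested compounds plus 3 SD, set per screening campaign, cut at about 45% in these data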
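Material: Tagged HCV core106 pair (GST and Flag) | Amount: GST-core106 13.5 nM, Flag-core106 17 nM | Medium: KF-containing HEPES buffer, pH 7.45, DTT, CHAPS, BSA | Reagent: Eu donor and XL665 acceptor anti-tag antibodies | Schedule: 4 h at 22.5 °C | Technique: Time-resolved FRET, ex 340 nm, em 617 and 671 nm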
EBNA-1 inh: blocks EBNA-1 binding to DNA | EBNA-1 DNA binding, fluorescence polarization | inhibition, % at 14.8 µM | hit rate 0.34% among 300,000; in the data active means inhibition above about 28%
ZTA DNA inh: blocks Epstein-Barr virus ZTA, an EBNA-1 counter-screen. P03206. ZTA-DNA binding, fluorescence polarization. inhibition, % at 11 µM. hit rate 0.15% among 320,000. AID 2234; in the data active means inhibition above about 33%
Target sequence (P03206 whole entry, looked up): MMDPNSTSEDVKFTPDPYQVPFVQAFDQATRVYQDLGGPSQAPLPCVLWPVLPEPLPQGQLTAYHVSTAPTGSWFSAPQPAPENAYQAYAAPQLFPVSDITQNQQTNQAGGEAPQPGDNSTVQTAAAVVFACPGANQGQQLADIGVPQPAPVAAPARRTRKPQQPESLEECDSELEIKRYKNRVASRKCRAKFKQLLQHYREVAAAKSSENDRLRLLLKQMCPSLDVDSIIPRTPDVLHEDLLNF
CR mimetic SO: caloric restriction mimetics inhibiting age-related superoxide in yeast; S. cerevisiae aged cells, superoxide DHE fluorescence; stronger effect = lower value; superoxide response (% of plate mean), % at 10 µM; hit rate 0.18% among 330,000; AID 2690;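 active means superoxide response under a set limit, about three screen SD below normal, cut at about 65% in these data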;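 further: yeast aged for seven days with compound at 30 °C before DHE staining; 100% = average MFI of all compound-treated wells on the plate with controls excluded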
An asterisk follows results filed as active; / = not tested or not shown.

1. Cc1nc(SCC(=O)Nc2c(C)n(C)n(-c3ccccc3)c2=O)c(C#N)c(C)c1C
2. CC(C)(C)c1nc2cc(Cl)c([N+](=O)[O-])cc2o1
3. CCN(CC)C(=O)N1CCN(S(=O)(=O)c2ccc(C)c(C)c2)CC1
4. CCC(=O)Nc1ccc2c(c1)nc(CCN1CCN(c3ccccc3)CC1)n2C
5. CCOC(=O)C1CCN(S(=O)(=O)c2cccc(-c3cn4cccc(C)c4n3)c2)CC1
6. CC(C)NC(=O)c1cc2cc(Br)ccc2oc1=O
7. COc1cc(C)nc(N(Cc2ccccc2)S(=O)(=O)c2ccccc2)n1
8. O=C(NC(Cc1ccccc1)C(=O)O)/C(=C/c1ccc(Br)cc1)NC(=O)c1ccc(Br)o1 (configuration not stated)
assay / entry	1	2	3	4	5	6	7	8
PP5 inh	0.2	0.8	2.0	-1.3	8.0	5.3	4.9	-0.5
PP1 counter	-4	1	0	0	1	-4	1	-3
ZTA DNA inh	8	-4	-6	13	11	-9	-32	-1
GASC-1 inh	1	5	-6	-9	0	-8	-12	22
Fh CTSL1 inh	/	3	-2	-2	1	-1	-1	2
core dimer inh	/	-3	0	-1	21	-1	2	-2
TPT1 inh	/	0	-5	-2	0	0	-5	1
CR mimetic SO	85	90	104	110	103	95	81	97
EBNA-1 inh	/	-3	-16	-3	7	-1	-7	5

9. Cc1ccc(C)c(S(=O)(=O)N2CCN(C(=O)CCc3nc4ccccc4c(=O)[nH]3)CC2)c1
10. O=[N+]([O-])c1ccc(-n2nncc2-c2ccccc2)cc1
11. COc1ccc(CNc2ncnc(N)n2)cc1
12. CC(=O)N1c2ccc(S(=O)(=O)N(C)CC(=O)Nc3cccc(C)c3)cc2CC1C (configuration not stated)
13. CCCCN(C(=O)c1ccc2c(c1)S(=O)(=O)N=C1CCCCCN12)c1c(N)n(CCCC)c(=O)[nH]c1=O
14. CCN(CC)C(=O)Cn1cnc2c1c(=O)n(C)c(=O)n2C
15. C=C1C[C@@]23CCC4[C@@](C)(CCC[C@@]4(C)C(=O)OC)C2CC[C@]1(OC(C)=O)C3 (some centres not stated)
16. COc1ccc(OC)c(CNC(=O)COc2cc(=O)n(C)c3ccccc23)c1
assay / entry	9	10	11	12	13	14	15	16
PP5 inh	2.0	5.4	4.2	0.4	4.1	3.2	-0.8	1.5
PP1 counter	-5	-4	-1	0	-6	-2	-4	0
ZTA DNA inh	-6	-5	-6	-10	-7	-2	-1	7
GASC-1 inh	-4	-13	16	5	9	-8	3	-11
Fh CTSL1 inh	2	-8	3	-1	0	2	/	-2
core dimer inh	2	-1	-1	-14	4	0	/	-2
TPT1 inh	4	0	-3	-3	1	4	/	1
CR mimetic SO	112	108	101	114	105	99	97	103
EBNA-1 inh	-14	-10	1	-1	-14	7	/	16

17. CCOc1cc(-c2nc(-c3ccccc3OC)no2)cc(OCC)c1OCC
18. COc1cc(-c2[nH]nc3c2C(c2ccoc2)C(C#N)=C(N)O3)cc(OC)c1OC (configuration not stated)
19. CCN(C(=O)CSc1nc2ccc(OC)cc2[nH]1)c1c(N)n(Cc2ccccc2)c(=O)[nH]c1=O
20. CCCCN1CCCCC1C(=O)Nc1c(C)cc(C)cc1C (configuration not stated)
21. FC(F)Sc1ccc(Nc2ncnc3nc[nH]c23)cc1
22. Cc1ccc(S(=O)(=O)N2CCCSCC2)cc1
23. CC(C)CCn1c2ccccc2c2cc(CC(N)=O)ccc21
24. Fc1ccc(C2CC(c3ccco3)=NN2c2ccccc2)cc1 (configuration not stated)
assay / entry	17	18	19	20	21	22	23	24
PP5 inh	3.8	3.2	0.2	-1.4	4.1	0.1	2.2	1.7
PP1 counter	-1	-1	-2	0	4	0	1	3
ZTA DNA inh	10	-9	4	-13	0	-17	22	-14
GASC-1 inh	0	2	-6	-17	2	3	3	2
Fh CTSL1 inh	0	1	1	3	-1	0	1	1
core dimer inh	11	0	3	-4	-7	-3	-2	-2
TPT1 inh	1	11	-2	0	-1	-1	6	3
CR mimetic SO	113	94	114	95	92	89	113	98
EBNA-1 inh	-12	-11	0	-18	6	-3	1	-5

Values in list order from the list.
PP5 inh, compounds 17 to 24: 3.8, 3.2, 0.2, -1.4, 4.1, 0.1, 2.2, 1.7
ZTA DNA inh, compounds 17 to 24: 10, -9, 4, -13, 0, -17, 22, -14
PP1 counter, compounds 17 to 24: -1, -1, -2, 0, 4, 0, 1, 3

Next section.
25. O=C(NCC(O)c1ccc2ccccc2c1)c1c(F)cccc1F (configuration not stated)
26. COc1ccc(-c2cc(C(F)(F)F)n3nc(C(=O)O)cc3n2)cc1OC
27. CCOc1ccc(N(CC(=O)N2CCCCCC2)S(C)(=O)=O)cc1
28. CN(C)CCOc1cccc(Br)c1
29. CN1CCN(CCC(=O)Nc2cccc(Br)c2)CC1
30. CCN(CC)CCNc1nc(-c2ccc(OC)cc2)c(-c2ccc(OC)cc2)s1
31. O=C(CSc1nc2ccccc2[nH]1)NCc1ccccc1
32. Cc1c(C(=O)OCC(=O)Nc2ccc(C(=O)N(C)C)cc2)oc2ccccc12
assay / entry	25	26	27	28	29	30	31	32
PP5 inh	1.5	1.3	0.1	-0.2	-2.3	1.6	1.1	2.2
PP1 counter	2	-3	-2	-2	-6	0	-2	-5
ZTA DNA inh	6	3	-10	-21	-2	16	-3	2
GASC-1 inh	-2	-1	-9	6	-9	4	8	1
Fh CTSL1 inh	-3	2	-3	1	0	7	6	-1
core dimer inh	8	8	-6	-1	2	-6	2	0
TPT1 inh	1	-2	-1	-3	-1	1	-2	1
CR mimetic SO	111	96	101	84	101	78	94	89
EBNA-1 inh	6	4	-5	3	-9	3	6	3

33. Cc1ccccc1Nc1nn2c(=O)c3ccccc3nc2s1
34. C=CCOC(=O)C1=C(C)OC(N)=C(C#N)C1c1ccco1 (configuration not stated)
35. CC(C)CCN(CCC(C)C)C(=O)Cc1c(O)c2ccccc2[nH]c1=O
36. S=c1[nH]c2cnccc2n1Cc1ccccc1
37. CCOc1ccc(C(=S)N2CCCC2)cc1OCC
38. CCCc1cc(C(N)=O)c(NC(=O)c2ccco2)s1
39. CC(C)c1ccccc1NC(=O)CCc1nc2ccccc2s1
40. COc1cc(NS(=O)(=O)c2ccc(NC(=O)/C(=C\c3ccccc3OC)NC(=O)c3ccccc3)cc2)nc(OC)n1
assay / entry	33	34	35	36	37	38	39	40
PP5 inh	6.5	-0.2	0.0	0.7	1.6	2.0	1.6	2.3
PP1 counter	4	-2	-5	1	0	0	-1	2
ZTA DNA inh	-10	-5	-12	-18	0	-1	-2	14
GASC-1 inh	-3	-13	3	-3	2	3	8	21
Fh CTSL1 inh	1	4	2	-2	-1	6	-1	-2
core dimer inh	1	2	2	-13	-1	-1	37	23
TPT1 inh	-4	-2	0	2	-3	-1	2	-4
CR mimetic SO	101	92	97	101	96	93	111	113
EBNA-1 inh	-10	-2	-9	-3	6	1	-4	3

41. O=C(NCc1nnc(SCC(=O)N2CCN(c3ccccc3)CC2)o1)c1c(F)cccc1Cl
42. Cc1cc(NC(=O)c2ccc(C#N)cc2)n(-c2ccccc2)n1
43. COc1ccc(C(=O)Nc2cccc3ccccc23)cc1
44. O=C(c1ccc2c(c1)OCO2)C1CCCN(Cc2cn[nH]c2-c2cccc(F)c2)C1 (configuration not stated)
45. Cc1ccc(NC(=O)C(=O)NCCN2CCN(C(=S)Nc3ccccc3)CC2)cc1
46. CC1CCN(CCCNC(=O)c2ccc(CSCc3cccc(Cl)c3)o2)CC1
47. COc1ccc(C(=O)N(Cc2ccco2)Cc2cccs2)c(O)c1
48. COc1cccc(CN2CCN(Cc3ccc4cccc(F)c4n3)CC2CCO)c1 (configuration not stated)
assay / entry	41	42	43	44	45	46	47	48
PP5 inh	1.3	4.3	-3.7	-1.1	2.6	0.8	2.7	2.1
PP1 counter	1	0	-1	-4	-4	-5	0	-1
ZTA DNA inh	-5	-5	14	4	-1	0	-5	5
GASC-1 inh	-9	-1	2	12	-5	-11	7	7
Fh CTSL1 inh	-2	-3	-1	4	-1	3	2	1
core dimer inh	-8	-3	12	5	-1	-3	2	2
TPT1 inh	-3	-5	0	2	0	-1	3	-1
CR mimetic SO	89	97	98	97	109	95	122	103
EBNA-1 inh	-16	-1	4	5	4	7	7	8

Molecules from the list above with bromine:
6. CC(C)NC(=O)c1cc2cc(Br)ccc2oc1=O
8. O=C(NC(Cc1ccccc1)C(=O)O)/C(=C/c1ccc(Br)cc1)NC(=O)c1ccc(Br)o1 (configuration not stated)
28. CN(C)CCOc1cccc(Br)c1
29. CN1CCN(CCC(=O)Nc2cccc(Br)c2)CC1
assay / entry	6	8	28	29
PP5 inh	5.3	-0.5	-0.2	-2.3
PP1 counter	-4	-3	-2	-6
ZTA DNA inh	-9	-1	-21	-2
GASC-1 inh	-8	22	6	-9
Fh CTSL1 inh	-1	2	1	0
core dimer inh	-1	-2	-1	2
TPT1 inh	0	1	-3	-1
CR mimetic SO	95	97	84	101
EBNA-1 inh	-1	5	3	-9

Further results follow.
49. O=C(COC(=O)Cc1ccc(Cl)cc1)Nc1ccccc1-c1ccccc1
50. COc1ccc(OCc2cc(C(=O)NC3Cc4ccccc4C3)no2)c(Cl)c1
51. O=C(Nc1ccccc1)c1ccc(NC(=O)c2cccs2)cc1
52. Cc1cc(NC(=O)c2ccc(F)cc2)no1
53. CCN(Cc1ccccc1)S(=O)(=O)c1ccc(S(=O)(=O)N(Cc2ccccn2)Cc2ccco2)cc1
54. O=C1N(C2CCCC2)C[C@@H]2C[C@@H](c3cccn3-c3ccccn3)N3CCC[C@@]123
assay / entry	49	50	51	52	53	54
PP5 inh	0.9	3.2	1.5	1.3	1.3	3.5
PP1 counter	1	0	0	-1	0	-7
ZTA DNA inh	-9	-22	-6	-13	8	-13
GASC-1 inh	1	6	2	-16	-28	4
Fh CTSL1 inh	-5	-1	0	-7	4	1
core dimer inh	-3	-1	-45	1	5	10
TPT1 inh	2	-2	-1	-3	-5	0
CR mimetic SO	99	113	94	101	86	110
EBNA-1 inh	1	0	18	3	10	-7
